JMJD2E inh: qHTS Assay for Inhibitors of Human Jumonji Domain Containing 2E (JMJD2E); JMJD2E catalytic domain, FDH-coupled NADH fluorescence (FDH is formaldehyde dehydrogenase); 230,000 tested, 1.6% active; Potency, µM (series often up to 57.1 µM), for inactives: top-dose activity change, negative = inhibition, most hits filed as inhibitors; Lysine-specific demethylase 4E (Homo sapiens), B2RXH2; active = well fitted inhibition curve with a large enough effect, not every such curve was filed as active; inconclusive = small, poorly fitted or top-dose-only effect, or another doubt; inactive = no such curve, though single readings can be large or run the other way;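 also: 0% = wells with enzyme and -100% = buffer wells without enzyme; nearly all actives have a fitted effect of over 50% in size; many of its hits are not listed in these tables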
Target sequence (B2RXH2 1-337 limits assumed): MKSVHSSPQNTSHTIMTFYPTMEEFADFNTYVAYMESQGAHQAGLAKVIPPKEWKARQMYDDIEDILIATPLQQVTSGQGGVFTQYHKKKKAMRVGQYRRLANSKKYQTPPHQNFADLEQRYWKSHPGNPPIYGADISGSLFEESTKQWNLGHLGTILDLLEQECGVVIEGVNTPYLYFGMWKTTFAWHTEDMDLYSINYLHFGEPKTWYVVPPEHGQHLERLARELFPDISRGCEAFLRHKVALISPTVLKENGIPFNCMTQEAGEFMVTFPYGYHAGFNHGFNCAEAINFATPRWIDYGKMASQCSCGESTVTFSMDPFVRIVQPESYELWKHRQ
TexasRed fluor: Total Fluorescence Counterscreen for Inhibitors of the Interaction of Thyroid Hormone Receptor and Steroid Receptor Coregulator 2 | TRb/SRC2 Texas Red total fluorescence interference | Potency, µM (titrated, usually from 106 µM), without a hit: at the highest dose fluorescence change, negative = quenching | 280,000 tested, 0.29% active; active = well fitted curve in either direction with a large enough effect; inconclusive = small, poorly fitted or top-dose-only effect; also: % is scaled to controls: 0 for no effect and ±100 for the full control effect
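Human TRb ligand-binding domain at 0.6 uM with 20 nM Texas Red SRC2 peptide in Tris buffer containing 1 uM T3 and 5% DMSO, incubated with compound 5 h at ambient temperature. Total fluorescence (555/632 nm) calculated as parallel + 2 × perpendicular.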
TRb SRC2 PPI: qHTS for Inhibitors of the Interaction of Thyroid Hormone Receptor and Steroid Receptor Coregulator 2. Thyroid hormone receptor beta (Homo sapiens), P10828. TRbeta-SRC2 peptide binding, fluorescence polarization; receptor liganded with 1 µM T3. Potency, µM (doses to about 106 µM), inactives show at the highest dose activity change, negative = inhibition, hits mostly inhibitors. 280,000 tested, 0.065% active. AID 1469, 2008;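 also: plate controls were bound peptide for no effect and peptide without receptor for full effect; nearly all actives have a fitted effect of over 50% in size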
Target sequence (P10828 whole entry, looked up): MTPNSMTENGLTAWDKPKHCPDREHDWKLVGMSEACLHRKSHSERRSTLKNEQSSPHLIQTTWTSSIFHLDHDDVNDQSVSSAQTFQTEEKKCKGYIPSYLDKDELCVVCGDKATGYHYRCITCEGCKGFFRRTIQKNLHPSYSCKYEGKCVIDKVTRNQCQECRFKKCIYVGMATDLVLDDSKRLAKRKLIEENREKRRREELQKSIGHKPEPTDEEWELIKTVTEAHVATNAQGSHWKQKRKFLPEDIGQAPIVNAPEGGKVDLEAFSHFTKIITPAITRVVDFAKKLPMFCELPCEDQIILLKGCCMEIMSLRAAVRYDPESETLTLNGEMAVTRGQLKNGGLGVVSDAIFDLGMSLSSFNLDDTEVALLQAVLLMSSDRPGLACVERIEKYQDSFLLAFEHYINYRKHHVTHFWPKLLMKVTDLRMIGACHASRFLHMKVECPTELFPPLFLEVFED
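Decrease in fluorescence polarization of 20 nM Texas Red SRC2 coactivator peptide flagged inhibition of its binding to 0.6 uM TRb LBD; 1 uM T3 included, incubation 5 hr, ex 555/em 632 nm.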
SMN2 splice enh: qHTS Assay for Enhancers of SMN2 Splice Variant Expression. HEK293 SMN2-luciferase splicing reporter, luminescence, 30-36 h. Potency, µM (top dose mostly 46.1 µM), for inactives: at the highest dose activity change, positive = activation, actives largely listed as activators. 210,000 tested, 2.8% active; also: % of control where 0% means no effect; nearly all actives have a fitted effect of over 55% in size
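HEK293 cells carry an SMN2 […]–luciferase reporter in which exon 7 inclusion puts luciferase in frame. Cells were plated 10-12 h before compound addition, then incubated 30-36 h at 37C. ONE-Glo luminescence was read; sodium butyrate at 4.5 mM final served as control.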
RECQ1 inh: qHTS Assay for Inhibitors of RecQ-Like Dna Helicase 1 (RECQ1); RECQ1 DNA unwinding, red fluorescence kinetic read; Potency, µM (titrated, usually from 57.3 µM), for inactives: top-dose activity, negative = inhibition, usual class: inhibitors; 240,000 tested, 0.54% active; AID 2549, 2010;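 also: plate controls were vehicle for no effect and no enzyme for full effect; nearly all actives have a fitted effect of over 30% in size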
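50 nM RECQ1T1 preincubated 15 min with compound in Tris pH 8.0 buffer with MgCl2, DTT, Tween-20 and 2.5 ug/ml poly(dI-dC); started with 200 nM TAMRA/BHQ-2 forked duplex and 2 mM ATP. Unwinding read as fluorescence (525/598 nm), two reads 2 h apart.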
ALDH1A1 block: qHTS Assay for Inhibitors of Aldehyde Dehydrogenase 1 (ALDH1A1) | Purified ALDH1A1, NADH fluorescence, propionaldehyde substrate | AID 1030, 2008 | Potency, µM (titrated, usually from 75.3 µM), inactives show top-dose activity, negative = inhibition, hits mostly inhibitors | 220,000 tested, 7.3% active; active = well fitted inhibition curve with a large enough effect, not every such curve was filed as active; inconclusive = small, poorly fitted or top-dose-only effect, or another doubt; inactive = no such curve, though single readings can be large or run the other way;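 also: plate controls were no enzyme wells and a reference inhibitor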
GoLoco inh red: qHTS Assay for Inhibitors of RGS12 GoLoco Motif Activity (Red Fluorophore) | Potency, µM (doses to about 61.6 µM), without a hit: at the top dose activity, negative = inhibition, usual class: inhibitors | Guanine nucleotide-binding protein G(i) subunit alpha-1 (Homo sapiens), P63096 | 230,000 tested, 0.44% active | Gai1:RGS12 GoLoco peptide FP, rhodamine, 10 min; active = well fitted inhibition curve with a large enough effect, not every such curve was filed as active; inactive = no such curve, though single readings can be large or run the other way; also: % is scaled to controls: 0 for no effect and ±100 for the full control effect; nearly all actives have a fitted effect of over 30% in size; many of its hits are not listed in these tables
LMNA splice mod: qHTS Assay for Modulators of Lamin A Splicing; HeLa LMNA splicing GFP/RFP minigene ratio, 48 h; Potency, µM (highest dose often 46.1 µM), without a hit: at the highest dose ratio change, negative = inhibition, usual class: inhibitors; 200,000 tested, 0.01% active; active = well fitted inhibition curve with a large enough effect in the signal ratio, with a control signal flat, not every such curve was filed as active; inconclusive = small, poorly fitted or top-dose-only effect, or effect the other way, or a change in a side signal; the % refers to the signal ratio; also: % is scaled to controls: 0 for no effect and ±100 for the full control effect
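S3 HeLa stable clones carrying a lamin A-EGFP splicing minigene plus DsRed2 were seeded at 600 cells/well in Opti-MEM with 2% FBS, pin-dosed and incubated 48 h at 37°C. Acumen cytometry (488 nm) gave the GFP/RFP total-intensity ratio.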
* marks the source's active call; other numbers are inactive results; i = inactive; ? = inconclusive; . = no result given; & = joins results of further samples; [ ] = another dose, or the depositor's remark. Unless noted, calls follow the shape of the dose curve; as a rule, active = well fitted curve in the direction sought with a large enough effect; inconclusive = small, poorly fitted or top-dose-only effect, or another doubt; inactive = no such curve, though single readings can be large; an effect the other way counts as inactive or inconclusive. Potency is read from the fitted curve at half-maximal effect. This is a subset. The share of hits here may be higher or lower than overall.

mol | JMJD2E inh | TexasRed fluor | TRb SRC2 PPI | SMN2 splice enh | RECQ1 inh | ALDH1A1 block | GoLoco inh red | LMNA splice mod
O=C(Nc1ccccn1)c1cccc(S(=O)(=O)N2CCCCC2)c1 | -1% | -2% | -19% | -2% | i | -8% | -9% | -9%
CC1CN(C(=S)c2cccc([N+](=O)[O-])c2)CC(C)O1 (stereo not given) | 3% | -1% | 3% | 4% | i | 7.9µM* | -5% | .
Cc1cc2ncc(S(=O)(=O)c3ccccc3)c(N)n2n1 | -3% | -6% | 0% | -10% | -2% | 9% | 3% | 16%[46 µM]
COc1ccc(C(C(=O)NCC2CCCO2)N(C(=O)CNC(=O)c2cccs2)c2ccccc2C)cc1OC (stereo not given) | -1% | -1% | 0% | 0% | i | 10% | 6% | ?
CCCc1nc(C)c(-c2ccc(OC)c(OC)c2)c(=O)[nH]1 | 0% | 4% | 1% | -11% | -4% | 7% | -3% | -6%
CC(OC(=O)c1cc2c(s1)CCCCC2)C(=O)NC(N)=O (stereo not given) | -3% | 4% | -5% | 0% | -4% | 1% | 1% | -1%
CCOC(=O)c1cccc(NC(=O)CCc2nc(-c3ccccc3F)no2)c1 | -3% | -4% | -4% | -23% | -2% | ? | 1% | ?
Cn1c(=O)[nH]c(=O)c2c1ncn2CCN1CCCCC1 | 7% | 1% | 11% | 7% | -6% | -13% | -1% | 4%
O=C(Nc1cccnc1)C1CC(c2ccc(Cl)c(Cl)c2)=NO1 (stereo not given) | 1% | 0% | -12% | -6% | -4% | 5% | 7% | -5%
COC(=O)c1ccc(CN2C(=O)c3ccccc3S2(=O)=O)cc1 | 8% | -1% | 1% | -7% | -9% | -9% | 1% | 6%
Cc1ccc(NC(=O)CSc2nc(C)c(Cc3ccccc3)c(=O)[nH]2)cc1 | 6% | 2%&-1% | 0%&9% | -32%&-1%[inhibitor] | 0% | ? | 2% | .
CCOCCCNC(=O)C1CCN(S(=O)(=O)N2CCCCC2)CC1 | 1% | 0% | -2% | . | -7% | 7% | . | 8%
c1ccc(-c2ccc(N3CCCC4(CCNCC4)C3)cc2)cc1 | . | . | . | -55%[inhibitor] | -12% | ? | 8% | .
Fc1ccc2[nH]c3c(N4CCN(Cc5ccc6c(c5)OCO6)CC4)ncnc3c2c1 | ? | -1% | 2% | -55%[inhibitor] | -19% | ? | 11% | ?
CNC(=O)CSc1nc2nn(-c3ccccc3)c(=O)c-2c2n1CCCCC2 | -8% | -1% | -2% | -12% | -15% | -8% | 1% | -11%
S=c1[nH]c2cc(-c3ccccc3)ccc2o1 | ? | -2% | 0% | . | -6% | . | -5% | .
COc1ccc(NC(=O)CN2CCCC(C)C2)c([N+](=O)[O-])c1 (stereo not given) | -2% | -1% | -2% | -9% | -13% | ? | 6% | ?
CC(C)Sc1nnc([C@H](C)NC(=O)OC(C)(C)C)o1 | 2% | -3% | -4% | -3% | i | 6% | -2% | 7%
COc1ccc(N2CCN(C(=O)c3ccc4c(Cl)c5c(nc4c3)CCCC5)CC2)cc1 | 10% | 6%&-2% | 9%&-3% | 46%&-46% | 0% | 7% | -2% | -2%
O=C1CC(Nc2cc(=O)[nH]c(=O)[nH]2)C(=O)N1c1ccccc1Cl (stereo not given) | 13% | 1% | -2% | . | -9% | . | 1% | .
COc1ccc(OC)c(-c2nnc(SCC(=O)N3CCCc4ccccc43)o2)c1 | -6% | -4% | 0% | 6% | -2% | ? | 2% | -4%
O=C1CSC(c2cn(-c3ccccc3)nc2-c2ccccc2)N1Cc1ccco1 (stereo not given) | -9% | -2% | 0% | -13% | 3% | 0% | -47% | ?
CCOC(=O)c1sc(NC(=O)CCCn2nc([N+](=O)[O-])c(Cl)c2C)c(C(=O)OCC)c1C | 7% | 0% | 1% | -24% | -13% | -5% | 1% | -7%
COC(=O)c1sc2nc(SCc3ccccc3C)n(N)c(=O)c2c1C | ? | 3% | 3% | -4% | -4% | ? | 13% | ?
Cc1ccc(S(=O)(=O)N2CCN(C(=O)c3ccccc3)C2C(C)C)cc1 (stereo not given) | 5% | 0% | -16% | -25% | -4% | 5% | -5% | -4%
CCOC(=O)c1c(NC(=O)C2C3C=CC(C3)C2C(=O)O)sc2c1CCC(CC)C2 (stereo not given) | 4% | 0% | 11% | ? | 5% | 1% | 5% | ?
O=C(c1cnccn1)N1CCC2(CC1)CN(C(c1ccccc1)c1ccccc1)C2 | . | . | . | -1% | -9% | 4% | 4% | .
CCN(CC)C(=O)NC1CC(=O)N(c2ccc(OC)cc2)C1 (stereo not given) | -4% | 7% | 2% | -5% | -2% | 5% | 15% | -16%
Cn1cc2c(=O)n(/N=C/c3ccccc3)cnc2n1 | 10% | 1% | -6% | 2% | 1% | -6% | 12% | -13%
NC(=O)c1ccccc1NC(=O)CCN1C(=O)c2ccccc2C1=O | 0% | 0% | -1% | -3% | -2% | 6% | -9% | 5%
O=C(CSc1ccccn1)Nc1ccc(F)c([N+](=O)[O-])c1 | -8% | -3% | 5% | 6% | -8% | -1% | 20% | 11%[46 µM]
O=C(c1ccc(Cl)c([N+](=O)[O-])c1)N1CCN(c2ccccc2)CC1 | -5% | 3% | 4% | -51%[inhibitor] | i | 1% | 1% | .
COc1cc(C)c(Br)cc1S(=O)(=O)NCCCN1CCOCC1 | 6% | -1% | 0% | . | i | 3% | -8% | -2%[46 µM]
COC(=O)c1ccc(S(=O)(=O)N(CCO)Cc2ccccc2)n1C | 1% | 0% | 0% | . | i | . | 6% | .
CN(Cc1ccccc1)C(=O)C1CCN(Cc2ccc(F)cc2)CC1 | -29% | 3% | 1% | 18% | -12% | -7% | -1% | 0%
COC(=O)c1sc(-c2cccs2)cc1NC(=O)/C=C/C(=O)O | ? | -4% | -10% | . | -7% | . | 8% | .
Cc1cccc(N2CCN(C(=O)C(C)n3nc(C)n4c(cc5occc54)c3=O)CC2)c1C (stereo not given) | ? | 0%&1% | -5%&-10% | -8%&-29% | i | 2% | -11% | 4%
NNc1nc(-c2ccccc2Cl)nc2sc3c(c12)CCCC3 | ? | -1% | 3% | . | -1% | ? | 10% | ?
O=[N+]([O-])c1cccc(-c2nnc(SCc3cccnc3)o2)c1 | -21% | -1%[53 µM] | 2%[53 µM] | . | 13% | 1% | 1% | -2%[46 µM]
O=C(NCc1ccco1)C1CCCN(S(=O)(=O)c2ccc(Cl)cc2)C1 (stereo not given) | 3% | -1% | -3% | -19% | -12% | 10% | 5% | -3%
CCOC(=O)C(C)c1nn(C)c(=O)c2ccccc12 (stereo not given) | -9% | -6% | 3% | -39%[inhibitor] | -8% | 6% | 7% | ?
O=C(c1cc(COc2ccc3ncccc3c2)on1)N1CCCC(O)C1 (stereo not given) | 7% | -7% | -6% | . | i | 13% | 7% | .
Cc1cc(Br)ccc1SCC(=O)Nc1cccnc1 | -12% | -4% | 0% | 0% | i | -1% | 4% | -18%[46 µM]
Cc1nc2ccc(N=NC3=C(O)CCCC3=O)cc2s1 | -2% | -5% | 1% | ? | 1µM* | -3% | 4% | 8%
Cc1ccc(NC(=O)Cn2cncc2-c2ccc([N+](=O)[O-])cc2)cc1C | -15% | -7% | 1% | -2% | -4% | ? | 20% | ?

Pulled one by one from the entries so far:
mol | JMJD2E inh | TexasRed fluor | TRb SRC2 PPI | SMN2 splice enh | RECQ1 inh | ALDH1A1 block | GoLoco inh red | LMNA splice mod
O=C(NCc1ccco1)C1CCCN(S(=O)(=O)c2ccc(Cl)cc2)C1 (stereo not given) | 3% | -1% | -3% | -19% | -12% | 10% | 5% | -3%
COC(=O)c1sc(-c2cccs2)cc1NC(=O)/C=C/C(=O)O | ? | -4% | -10% | . | -7% | . | 8% | .

More entries
mol | JMJD2E inh | TexasRed fluor | TRb SRC2 PPI | SMN2 splice enh | RECQ1 inh | ALDH1A1 block | GoLoco inh red | LMNA splice mod
O=C(COC(=O)c1cccnc1Cl)NCc1ccc2c(c1)OCO2 | 3% | -2% | 4% | . | -7% | -7% | . | -15%
CC1CCCN(C(=O)CSc2nnc(-c3cccnc3)n2C2CCCCC2)C1 (stereo not given) | 2% | -1% | 3% | 5% | -16% | -10% | 10% | -10%
C=CCn1cccc(C(=O)Nc2ccc(OC)cc2)c1=O | 6% | -2% | -2% | . | 1% | ? | -3% | .
COc1ccc(-n2nc3c(c2NC(=O)C2CCCC2)CS(=O)C3)cc1 (stereo not given) | -3% | -4% | 1% | 2% | -11% | 4% | -5% | -3%
COc1cccc(-n2nc3c(=O)n(Cc4ccccc4Cl)nc(C)c3c2C)c1 | 1% | 0% | -2% | -1% | i | 1% | 8% | -10%
CCCC1(C(=O)OCC)NC(c2ccc(N(C)C)cc2)C2C(=O)N(c3ccccc3)C(=O)C21 (stereo not given) | 3% | -3% | -5% | 2% | -6% | 10% | -6% | -2%
CCCCc1nc2c(=O)[nH]c3ccccc3c2o1 | -2% | -1% | -12% | 15% | -17% | -10% | -5% | 6%
O=C(Nc1cccnc1)c1ccc2nc(-c3ccccc3)c(-c3ccccc3)nc2c1 | ? | -1% | 10% | -25% | 4% | 18µM* | -7% | -4%[46 µM]
CC(NC(=O)c1cc(-c2ccc(Br)cc2)on1)c1ccccc1 (stereo not given) | 8% | 2% | 10% | -22% | -6% | ? | -1% | 12%

Screens (PubChem BioAssay)
